Tat transport – E. coli Tat transport inhibition; AID 488895; inhibition, % at 10 µM; 340,000 compounds, 0.036% hits; E. coli MC4100 TorA-mCherry Tat export, fluorescence;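 active = mean replicate inhibition at least 50% and at least half of replicates individually reaching 50%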;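 also: exported cargo escapes ClpAP degradation while cytoplasmic cargo is degraded and loses fluorescence; 0% = median of neutral control wells and 100% = median of NaSCN control wells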
E coli growth – bacterial growth inhibition, counter-screen for AddAB inhibitors. 330,000 compounds, 0.27% hits. E. coli V3065 growth, OD600 absorbance, 18 h. inhibition, % at 11.9 µM. AID 449728;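 active = inhibition above the campaign's mean inhibition across all tested compounds plus 3 SD, cut at about 9.9% in these data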;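 also: uninfected addAB+ strain grown without phage in ampicillin broth; 0% = DMSO wells and 100% = ciprofloxacin 0.95 µg/ml wells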
SUMO Mot1 rescue – SUMOylation pathway inhibition by Mot1-301 growth rescue. S. cerevisiae Mot1-301 growth rescue, ATP luminescence, 38.5C; percent above DMSO median, 100 means doubled. 320,000 compounds, 1% hits. growth rescue, % at 18.8 µM;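 active = every valid replicate shows activation above 250% relative to neutral control wells; inactive = the rest, any valid replicate at or below 250%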;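 also: OY570 slx delta 5 strain wells were the positive control but not used for scaling; some compounds called inactive have numbers as strong as hits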
Arrestin-AP2 inh – blocks beta-arrestin peptide binding to AP2 adaptin; FITC-arrestin peptide / GST-AP2 beads, flow cytometry; AP2 beta2 appendage carries R879A mutation; inhibition, % at 10 µM; 340,000 compounds, 0.31% hits; AID 504490;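 active = inhibition above a set limit, near 3 SD of compounds lacking own fluorescence, cut at about 54% in these data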;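 also: plate controls were DMSO wells for no effect and 5 µM unlabelled arrestin peptide for full effect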
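Material – GST-tagged AP2 beta2-adaptin appendage (R879A) on 4 µm glutathione beads · Probe or stimulus – fluorescein-tagged arrestin peptide at 50 nM final · Timing – 12 min plus 1 h, RT · Detection – bead flow cytometry, FITC channel · Read-out basis – inhibition as reduced fluorescein signal on beads, percent · Medium – PBS plus Tween 20 (0.05%) and BSA (0.1%)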
OPRM1-OPRD1 inv – mu-delta opioid heterodimer inverse agonism | P35372+P41143 | cell-based MOR-DOR heterodimer luminescence | inhibition, % at 9.3 µM | 340,000 compounds, 0.21% hits | AID 504357; in the data active = inhibition above about 22%, passing the limit was not always enough;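 also: 0% = cells with DMSO and 100% = wells without cells with DMSO; values of inactives mirror those of a sister screen read the other way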
phage Ecoli inh – E. coli growth loss with phage present. growth absorbance. inhibition, % at 11.9 µM. 360,000 compounds, 0.26% hits; in the data active = inhibition above about 11%
MOR-DOR ag – agonists of human mu-delta opioid receptor heterodimerization; cells, OPRM1-OPRD1 heterodimerization, luminescence; 340,000 compounds, 0.3% hits; P35372+P41143; activation, % at 9.3 µM; in the data active = activation above about 18%;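 also: 0% = vehicle-treated cells and 100% = reference agonist; values of inactives mirror those of a sister screen read the other way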
PKA-R1A activ – activators of PKA-R1A complex; P00514+P68181; PKA-R1A dissociation, Cy5-IP20 fluorescence polarization; scaled: DMSO 0%, 113 µM cGMP 100%; activation, % at 11.4 µM; 340,000 compounds, 0.083% hits;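 active = percent activation above the mean of all tested compounds plus 3 SD, cut at about 19% in these data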;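 also: higher means more PKAc released from R1A so a rise in polarization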
PfHsp90 yeast 2 – growth inhibition of yeast expressing Plasmodium Hsp90; S. cerevisiae expressing PfHsp90, BacTiter-Glo ATP, 48 h; yeast lacking PDR1 and PDR3 efflux regulators; inhibition, % at 9.4 µM; 310,000 compounds, 0.32% hits; AID 504621;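 active = every replicate shows inhibition above about 80%, whatever the replicate mean, limit read from the data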;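 also: 0% = DMSO neutral controls and 100% = 20 µM radicicol positive controls; yeast relying on Plasmodium falciparum Hsp90 in place of its own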
DSG3 Ab inh – inhibitors of pemphigus antibody binding to human desmoglein-3 | DSG3-coupled beads, scFv-anti-DSG3-GFP binding, flow cytometry; active compounds read low | P32926 | binding (percent of control), % at 10 µM | AID 588358 | 310,000 compounds, 0.48% hits;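 active = binding more than 3 SD below its plate's average and above zero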;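 also: hits lower antibody fragment binding to DSG3; some compounds called inactive have numbers as strong as hits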
Target sequence (P32926 whole entry, looked up, the tested form may be a part): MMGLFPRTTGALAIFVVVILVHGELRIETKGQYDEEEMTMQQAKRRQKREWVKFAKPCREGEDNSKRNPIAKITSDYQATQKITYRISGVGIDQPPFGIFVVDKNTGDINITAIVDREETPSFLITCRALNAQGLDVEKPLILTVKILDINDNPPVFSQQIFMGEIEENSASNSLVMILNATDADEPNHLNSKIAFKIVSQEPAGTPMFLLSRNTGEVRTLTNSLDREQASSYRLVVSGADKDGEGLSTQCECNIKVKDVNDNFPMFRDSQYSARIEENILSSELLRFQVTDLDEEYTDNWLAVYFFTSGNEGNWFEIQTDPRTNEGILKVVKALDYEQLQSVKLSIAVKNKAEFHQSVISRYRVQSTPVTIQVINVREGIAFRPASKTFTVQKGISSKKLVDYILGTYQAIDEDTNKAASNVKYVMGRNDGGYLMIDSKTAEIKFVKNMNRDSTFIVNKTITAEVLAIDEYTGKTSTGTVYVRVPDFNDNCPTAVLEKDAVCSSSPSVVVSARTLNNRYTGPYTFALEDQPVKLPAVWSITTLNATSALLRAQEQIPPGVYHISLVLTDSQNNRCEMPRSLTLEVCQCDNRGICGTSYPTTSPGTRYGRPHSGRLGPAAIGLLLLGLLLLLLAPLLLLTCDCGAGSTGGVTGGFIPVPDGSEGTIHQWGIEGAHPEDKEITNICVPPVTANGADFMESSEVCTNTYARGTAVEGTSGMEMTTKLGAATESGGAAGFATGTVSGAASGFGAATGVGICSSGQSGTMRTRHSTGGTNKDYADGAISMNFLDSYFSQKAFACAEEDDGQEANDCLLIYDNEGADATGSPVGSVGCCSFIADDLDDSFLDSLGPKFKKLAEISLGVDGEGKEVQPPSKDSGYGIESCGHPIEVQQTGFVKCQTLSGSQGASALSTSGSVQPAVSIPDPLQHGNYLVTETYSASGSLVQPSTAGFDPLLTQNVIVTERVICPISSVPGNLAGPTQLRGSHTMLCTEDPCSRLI
AddAB inh – less growth of phage-infected E. coli with AddAB; 330,000 compounds, 0.29% hits; E. coli expressing H. pylori AddAB, absorbance growth; inhibition, % at 11.9 µM; AID 435030; in the data active = inhibition above about 12%;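 also: 0% = vehicle wells of infected cells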
Active calls of the source: *; x = no result given; + = active, no number.

SMILES	Tat transport	E coli growth	SUMO Mot1 rescue	Arrestin-AP2 inh	OPRM1-OPRD1 inv	phage Ecoli inh	MOR-DOR ag	PKA-R1A activ	PfHsp90 yeast 2	DSG3 Ab inh	AddAB inh
O=C(NC(=S)Nc1nc2ccccc2s1)c1ccco1	-7	-1.4	58	-8	1	0.9	-0.2	-14	-7	99	0.5
CC(=O)N1CSCC1C(=O)NNS(=O)(=O)c1ccccc1 (centres undefined)	x	0.5	-9	33	x	0.4	x	x	x	102	-1.6
COc1ccc(S(=O)(=O)NCCSc2ccccc2)cc1OC	-5	-2.1	-30	-1	-14	3.0	2.3	-8	-39	99	-0.6
Cc1ccc(-c2ccc(S(=O)(=O)NCC3CCCO3)cc2)cc1 (centres undefined)	12	2.4	35	-14	-15	1.9	3.0	-2	-30	104	1.0
COc1ccc(-c2cn(/N=C/c3ccc(Cl)cc3Cl)c(N)n2)cc1	1	2.4	1	17	-2	4.2	0.3	-5	-10	101	1.7
Cc1c(NC(=O)c2ccc(N(C)S(C)(=O)=O)cc2)c(=O)n(-c2ccccc2)n1C	3	0.7	+	14	4	1.5	-0.7	-4	12	105	0.3
Cc1ccc(-c2noc(C3CCN(C(=O)Nc4ccc(C#N)cc4)CC3)n2)o1	-1	0.8	3	-4	11	1.0	-2.0	-3	18	101	2.7
COc1ccc(C(=O)NN(c2ccccc2)c2ccccc2)cc1	-6	-1.5	-18	-9	9	0.8	-1.7	2	10	107	0.8
CCOC(=O)N1CCN(C(=O)c2noc(C(C)C)c2[N+](=O)[O-])CC1	-9	1.1	25	17	-2	2.0	0.3	4	4	106	5.6
Cc1ccc(C)c(CN2C(=O)C3CCCN3c3ccc(C#N)cc32)c1 (centres undefined)	-1	-1.4	58	26	11	0.3	-2.2	-2	x	x	1.6
CCOC(=O)Nc1c(O)ccc2oc(C)c(-c3ccccc3)c12	-4	-1.1	94	29	7	2.4	-1.7	-16	0	99	-0.4
Nc1cc(C(=O)OCC(=O)NNC(=O)c2cccs2)ccc1Cl	-5	1.0	175	7	3	4.9	-0.5	-16	24	103	-1.2
COc1ccc(C(=O)/C=C/Nc2ccc([N+](=O)[O-])cc2C)c(OC)c1	-8	-1.9	5	2	11	x	-2.0	-5	7	94	2.5
Cc1ccccc1Sc1ccc(N)cn1	x	1.7	9	7	x	5.5	x	x	x	106	4.3
OC(COC(c1ccccc1)c1ccccc1)CN1CCc2ccccc2C1 (centres undefined)	0	-1.4	2	15	-54	4.1	8.2	18	1	86	1.2
C=CCNc1nc(NCc2ccccc2)nc(OCC)n1	1	x	-12	-11	6	1.1	-1.3	6	7	94	x
O=C(NCCCN1CCOCC1)c1c(F)c(F)c(F)c(F)c1F	0	1.4	4	-16	3	0.2	-1.0	-6	-19	104	0.5
C=CCn1c(SCc2cc(=O)n3cc(C)ccc3n2)nnc1-c1ccc(F)cc1	-4	-0.8	18	-2	2	4.2	-0.4	1	-13	97	1.0
O=C1c2ccccc2C(=O)N1CCOc1cccc(Br)c1	-7	-0.1	29	-9	-17	1.6	3.2	-9	27	113	-0.4
COc1ccc(C2(C(=O)NC3CCCCC3)CCOCC2)cc1OC	1	1.0	-13	2	16	-1.4	-2.6	-1	4	95	1.8
O=C(CSCc1ccccc1)Nc1ccc(F)c(F)c1	0	0.3	57	35	-12	0.0	2.1	-6	5	97	3.5
COC(=O)c1nc(N)sc1C(C)C	0	2.0	2	-8	3	-0.1	-0.6	-2	x	112	0.9
CCn1c(CCNC(=O)c2ccc(F)cc2)nc2ccccc21	1	-1.0	-17	0	9	1.4	-1.6	-3	1	105	-4.6
CSc1nnc(-c2cccc(C)c2)n1N	-9	2.1	1	8	12	2.9	-2.5	3	x	110	3.8
COc1cc(/C=N/NC(=O)C(Cc2c[nH]c3ccccc23)NC(=O)OCC(C)C)cc([N+](=O)[O-])c1O (centres undefined)	2	2.3	-14	10	7	7.5	-1.2	-7	-60	99	8.9
COc1ccc(C2=CC(=O)C[C@H](c3ccc4c(c3)OCO4)C2)cn1	-5	2.0	-7	-2	2	3.8	-0.4	9	-16	104	1.8
Cc1ccccc1NC(=O)CSC(=O)c1ccccc1	2	0.4	216	-8	8	2.4	-1.9	-3	0	108	4.3
CCOC(=O)C1(Cc2ccc(OC)cc2)CCN(S(C)(=O)=O)CC1	0	2.5	-8	12	6	3.1	-1.2	-11	-25	103	0.8
Cc1ccc(-c2nnc(SCC(=O)N/N=C/c3cccs3)n2-c2ccc(C)cc2)cc1	-2	-1.1	x	7	-9	5.1	1.7	8	-45	x	0.1
Cc1cc(OC(=O)c2ccc(F)cc2)c([N+](=O)[O-])c(=O)[nH]1	-5	0.2	2	28	14	5.1	-2.8	-6	0	107	1.7
CC(=O)Nc1sc2c(c1C#N)CCCC2	-2	-0.4	89	7	8	3.1	-1.5	-13	x	101	1.1
COc1ccc(-c2cccc3c2C2CC3CCN2C(=O)OCc2ccccc2)cc1 (centres undefined)	2	x	x	-13	-6	3.1	1.3	9	9	92	x
O=C(COC(=O)c1ccc(NS(=O)(=O)c2cccs2)cc1O)Nc1nc2ccccc2s1	-7	-1.6	117	-19	9	-0.1	-1.7	2	-31	101	2.4
Cc1[nH]n(C2=NCCS2)c(=O)c1N=Nc1cccc(C(F)(F)F)c1	3	-4.5	13	0	7	0.7	-1.0	4	-35	101	-5.0
O=C(O)c1ccccc1NC(=O)c1ccccc1-c1ccccc1C(=O)O	20	-3.5	-14	9	6	0.5	-1.2	3	-5	97	0.8
CCC(Sc1nc(C)cc(=O)[nH]1)C(=O)Nc1nc2c(s1)CCCC2 (centres undefined)	9	0.2	-22	3	-1	3.6	0.2	7	x	100	3.6
COc1cc(OC)cc(C(=O)N[C@H](C(=O)NCc2ccc(F)cc2)C(C)C)c1	-12	0.9	7	10	6	1.9	-1.4	-5	1	108	-0.7
COc1ccc(CCNc2nc(-c3ccc(F)cc3)c(CC(=O)O)s2)cc1OC	-3	-0.4	-8	-5	-7	2.1	0.8	-1	-6	102	1.4
CSc1nnc(C(C)c2ncc(C(F)(F)F)cc2Cl)n1C (centres undefined)	3	-0.8	-1	27	8	4.1	-1.5	-16	-1	106	2.9
O=C(O)c1[nH]c2ccccc2c1NS(=O)(=O)Cc1ccccc1	-2	-0.5	13	25	12	1.1	-2.4	-14	-27	86	-1.2
CCCCCCCCNc1ccccc1S(=O)(=O)NCc1ccccc1	8	-1.6	x	6	9	2.9	-1.9	-3	-3	101	1.2
COCCCN(C(=O)Nc1ccccc1)C(C)c1ccncc1 (centres undefined)	-18	-0.9	-8	15	15	1.9	-2.9	2	9	101	-0.2
COC(=O)c1ccc(OC(=O)c2cccnc2SC)cc1	3	0.3	4	-3	-19	0.1	2.4	-2	5	134	1.7
Fc1ccc(C(c2nnnn2Cc2ccco2)N2CCN(C3CCCCC3)CC2)cc1 (centres undefined)	-9	-1.9	x	-1	-67	1.9	11	3	-15	x	-0.7
Cc1cc(NC(=O)CSc2nc(-c3ccccc3)nc3c2c(=O)n(C)c(=O)n3C)no1	1	2.4	-1	16	-1	2.1	0.1	4	0	81	2.1
C=CCn1c(C(C)NC(=O)COC)nc2ccccc21 (centres undefined)	-7	1.9	-10	-4	9	1.8	-1.5	-12	21	102	-2.9
O=C(NCCC1CCCCN1S(=O)(=O)c1ccccc1)C(=O)NCCN1CCOCC1 (centres undefined)	8	1.0	227	1	8	3.4	-1.2	0	-10	98	-1.0
Cc1c(Cl)cccc1N=C1SCCN1C(=O)CN1C(=O)NC2(CCCC2)C1=O	2	-1.2	11	-5	-22	4.0	4.2	-4	x	105	-2.2
O=C(NC1CCCCC1)C(c1ccccn1)N(C(=O)Cc1cccs1)c1ccc(Cl)cc1 (centres undefined)	8	-0.4	-31	-3	-16	0.8	3.1	-10	x	99	1.8
COc1nc(-c2ccc(Cl)cc2)nnc1C	1	-1.0	-8	14	-2	4.0	0.3	-3	-10	100	2.6
Cc1cccn2cc(CCNS(=O)(=O)c3ccc([N+](=O)[O-])cc3)nc12	-3	2.2	-3	0	-4	1.4	0.8	-3	26	101	-0.8
Cc1nc(N2CCN(c3ccccc3F)CC2)[nH]c(=O)c1C	-14	x	2	-4	5	0.9	-1.1	1	18	115	x
O=C(CSc1nc2ncccc2[nH]1)Nc1ccc2c(c1)OCCO2	-5	7.5	826	11	9	4.4	-2.1	-8	15	106	8.5
CC1CCCCN1C(=O)CNCc1ccc(F)cc1 (centres undefined)	-7	1.8	-10	4	4	4.9	-1.0	-8	-13	88	0.7

Ordered by SMILES length (falling): 8 of the compounds above.
SMILES	Tat transport	E coli growth	SUMO Mot1 rescue	Arrestin-AP2 inh	OPRM1-OPRD1 inv	phage Ecoli inh	MOR-DOR ag	PKA-R1A activ	PfHsp90 yeast 2	DSG3 Ab inh	AddAB inh
Cc1cc(NC(=O)CSc2nc(-c3ccccc3)nc3c2c(=O)n(C)c(=O)n3C)no1	1	2.4	-1	16	-1	2.1	0.1	4	0	81	2.1
O=C(NCCC1CCCCN1S(=O)(=O)c1ccccc1)C(=O)NCCN1CCOCC1 (centres undefined)	8	1.0	227	1	8	3.4	-1.2	0	-10	98	-1.0
Fc1ccc(C(c2nnnn2Cc2ccco2)N2CCN(C3CCCCC3)CC2)cc1 (centres undefined)	-9	-1.9	x	-1	-67	1.9	11	3	-15	x	-0.7
Cc1nc(N2CCN(c3ccccc3F)CC2)[nH]c(=O)c1C	-14	x	2	-4	5	0.9	-1.1	1	18	115	x
COCCCN(C(=O)Nc1ccccc1)C(C)c1ccncc1 (centres undefined)	-18	-0.9	-8	15	15	1.9	-2.9	2	9	101	-0.2
C=CCn1c(C(C)NC(=O)COC)nc2ccccc21 (centres undefined)	-7	1.9	-10	-4	9	1.8	-1.5	-12	21	102	-2.9
CC1CCCCN1C(=O)CNCc1ccc(F)cc1 (centres undefined)	-7	1.8	-10	4	4	4.9	-1.0	-8	-13	88	0.7
COc1nc(-c2ccc(Cl)cc2)nnc1C	1	-1.0	-8	14	-2	4.0	0.3	-3	-10	100	2.6

Screens deposited in PubChem by several laboratories.
